Compound activity from PubChem BioAssay.
NCI-60 one-dose screen, 48 h, at 10 µM unless noted. Numbers give growth in % (100 = growth as untreated, 0 = no growth, -100 = all killed).
HCT-15: HCT-15 colon cancer. hit rate 5.2% among 82,000
NCI-H522: NCI-H522 lung cancer; hit rate 8% among 78,000; AID 1794739
NCI-H460: NCI-H460 lung cancer; hit rate 6.8% among 82,000; AID 1794736
HCT-116: HCT-116 colon cancer; AID 1794798; hit rate 7.3% among 82,000
NCI-H322M: NCI-H322M lung cancer. hit rate 2.7% among 80,000
NCI-H23: NCI-H23 lung cancer. hit rate 4% among 80,000. AID 1794731
NCI-H226: NCI-H226 lung cancer; hit rate 3.5% among 79,000
COLO 205: COLO 205 colon cancer | hit rate 7.3% among 79,000
NCI/ADR-RES: NCI/ADR-RES ovarian cells. hit rate 4.4% among 81,000. AID 1794790
* marks the source's active call; other numbers are inactive results; x = not tested or not shown; & = joins results of further samples. Rule for the calls: active = growth percent below 10; inactive = the rest. The order is random, and some 13% of all compounds hit somewhere here.

| molecule | HCT-15 | NCI-H522 | NCI-H460 | HCT-116 | NCI-H322M | NCI-H23 | NCI-H226 | COLO 205 | NCI/ADR-RES |
| --- | --- | --- | --- | --- | --- | --- | --- | --- | --- |
| CCOC(=O)C1=C(C)NC(C)=C(C(=O)OCc2ccccc2)C1c1cccc(C#N)c1 (stereo not given) | 23.0 | 9.4* | 22.1 | 13.2 | 69.0 | 62.5 | 58.4 | 34.5 | 22.7 |
| COc1cc(/C=C/C(O)=C2/C(=O)CC(C)OC2=O)cc2c1OCO2 (stereo not given) | 87.4 | 99.0 | 101.6 | 100.4 | 96.6 | 97.4 | 98.3 | 126.1 | 96.2 |
| Cc1cccc(Cc2cnc(NC(=O)CCCOc3ccc(Cl)cc3)s2)c1 | 24.6 | 42.5 | 9.7* | 16.4 | 44.7 | 54.0 | 53.8 | 15.2 | 32.3 |
| O=[N+]([O-])c1ccc(/C=C/c2ccccc2)cc1 | 93.5 | 77.2 | 101.7 | 88.2 | 94.2 | 98.6 | 100.5 | 108.6 | 110.1 |
| Cc1ccc(/C(=C\CN2CCCC2)c2ccccn2)cc1 | 101.2 | 103.6 | 110.8 | 105.1 | 94.9 | 106.6 | 111.6 | 99.8 | 105.5 |
| Nc1cc(Cl)ncn1 | 99.5 | 90.6 | 104.0 | 78.8 | 282.7 | 92.3 | 94.8 | 109.8 | 96.0 |
| CC(=O)n1cc(C=O)c2ccccc21 | 106.3 | 91.3 | 112.1 | 109.0 | 105.0 | 94.4 | 91.1 | 103.7 | 96.4 |
| O=C1C(c2ccccc2)CN1Cc1ccccc1 (stereo not given) | 95.3&98.6 | 99.1 | 105.1&105.7 | 104.5&102.4 | 96.6&102.8 | 103.2&102.1 | 94.3&102.1 | 122.1&112.9 | 103.8&103.6 |
| CON(C)C(=O)c1cc(-c2ccccc2)n(-c2ccc(S(C)(=O)=O)cc2)n1 | 98.5 | 94.4 | 101.0 | 91.5 | 95.5 | 98.5 | 88.5 | 117.6 | 89.5 |
| C[C@@H]1C(=O)O[C@H]2[C@H]1CC/C(CO)=C\CC[C@@]1(C)O[C@@H]21 | 105.4 | 94.4 | 103.2 | 100.8 | 99.8 | 108.2 | 105.3 | 111.9 | 109.1 |

Just HCT-116 and NCI-H226 (2 entries from above):
| compound | HCT-116 | NCI-H226 |
| --- | --- | --- |
| Cc1ccc(/C(=C\CN2CCCC2)c2ccccn2)cc1 | 105.1 | 111.6 |
| Nc1cc(Cl)ncn1 | 78.8 | 94.8 |

New compounds follow
| molecule | HCT-15 | NCI-H522 | NCI-H460 | HCT-116 | NCI-H322M | NCI-H23 | NCI-H226 | COLO 205 | NCI/ADR-RES |
| --- | --- | --- | --- | --- | --- | --- | --- | --- | --- |
| CC(C)C(NC(=O)CN)C(=O)O (stereo not given) | 105.9&108.5 | 89.7&95.9 | 103.4&113.0 | 107.3&96.9 | 104.8&100.2 | 106.0&101.4 | 100.3&101.9 | 113.4&116.7 | 110.9&104.8 |
| OC(COc1ccccc1Cl)CN1CCCCC1 (stereo not given) | 116.4 | 56.5 | 120.0 | 93.3 | 146.4 | 103.7 | 106.8 | 108.6 | 107.4 |
| COc1ccc(-c2nn(-c3cccc(Cl)c3)cc2-c2c(C#N)c(=O)n3[nH]c(-c4ccccc4)nc3c2C#N)cc1 | 93.4 | 72.4 | 105.1 | 87.3 | x | 81.1 | 88.0 | 123.4 | 93.0 |
| COc1cc(Nc2scc3[n+]2CCC3)cc(OC)c1OC | 82.9 | 91.3 | 109.2 | 98.8 | 106.3 | 102.8 | x | 119.1 | 102.7 |
| CCOc1ccc2nc(/N=C(\N)C(Cl)(Cl)Cl)sc2c1 | 90.3 | 79.7 | 94.3 | 93.5 | 91.6 | 88.6 | 112.4 | 112.6 | 103.8 |
| C=C1C(=O)O[C@H]2[C@H]1CC/C(C=Nc1ccncc1N)=C\CC[C@@]1(C)O[C@@H]21 | 82.4 | 58.0 | 109.9 | 70.6 | 109.0 | 88.7 | 98.6 | 109.7 | 99.5 |
| O=C(Cn1c(=O)[nH]c2ccccc2c1=O)Nc1ccccc1 | 102.1 | 102.2 | 104.5 | 110.2 | 100.1 | 102.2 | 92.1 | 123.6 | 97.8 |
| Cn1cc(C2=C(c3coc4ccc(F)cc34)C(=O)NC2=O)c2cc(Br)ccc21 | 64.2 | 69.8 | 100.3 | 52.1 | 90.6 | 84.5 | 88.0 | 79.1 | 86.6 |
| CC(=O)C(CCC(=O)O)(CCC(=O)O)C(C)C | 105.4 | 99.9 | 107.6 | 96.3 | 104.3 | 98.6 | 95.1 | 110.1 | 113.7 |
| Nc1ncc(-c2ccc3ncnc(N4CCc5cc(F)c(Cl)cc54)c3c2)cn1 | 18.2&44.2 | 44.1 | 23.0&38.8 | 20.5&46.9 | 23.0&25.1 | 31.7&58.8 | 20.7&33.6 | 39.9&51.5 | 38.4&50.4 |

Additional entries follow.
| molecule | HCT-15 | NCI-H522 | NCI-H460 | HCT-116 | NCI-H322M | NCI-H23 | NCI-H226 | COLO 205 | NCI/ADR-RES |
| --- | --- | --- | --- | --- | --- | --- | --- | --- | --- |
| CC(C)(C)Nc1nc2c(OCCc3ccccc3)cccn2c1-c1ccccc1O | 98.2 | 97.8 | 103.4 | 104.6 | 107.1 | x | 95.3 | 119.3 | 104.4 |
| COc1ccc(-c2nn(-c3ccccc3)cc2/C=C2\SC(=S)N(c3ccccc3)C2=O)cc1 | 89.8 | 82.2 | 93.6 | 85.4 | 91.4 | 90.1 | 92.7 | 118.8 | 96.5 |
| N#Cc1ncc(-c2ccc(C(F)(F)F)cc2F)c(NC2CCCCCC2)n1 | 85.2 | 79.2 | 98.5 | 86.4 | 97.3 | 89.7 | 86.0 | 102.7 | 92.0 |
| Oc1ccc(-c2ccc3c(c2)ncn3-c2ccc(F)cc2)cc1 | 92.4 | 84.9 | 94.0 | 101.9 | 113.8 | 107.2 | 101.2 | 119.5 | 85.2 |
| COc1cccc(/C=C2\Oc3cc(OCCCN4CCCCC4)ccc3C2=O)c1 | 61.4 | 100.9 | 96.3 | 58.3 | 91.4 | 96.6 | 102.7 | 97.9 | 91.1 |
| C=C(C)[C@@H]1CC[C@]2(COP(=O)(OCC)OCC)CC[C@]3(C)[C@H](CC[C@@H]4[C@@]5(C)CC[C@H](OP(=O)(OCC)OCC)C(C)(C)[C@@H]5CC[C@]43C)[C@@H]12 | 6.9* | 35.5 | 22.3 | 6.8* | 59.6 | 13.5 | 28.3 | 44.2 | 31.8 |
| N#Cc1c(N)n2c(nc1=Nc1ccc(Cl)cc1)sc1cccc(Cl)c12 | 78.3 | 76.2 | 88.2 | 81.4 | 98.5 | 77.8 | 85.4 | 98.2 | 87.4 |
| CC(C)CCCC(C)C/C=C\C=O (stereo not given) | 99.8 | 88.2 | 105.1 | 86.9 | 97.0 | 90.2 | 95.3 | 106.0 | 98.1 |
| O=C(O)Cc1c(-c2noc(-c3ccccc3)c2CC(=O)O)noc1-c1ccccc1 | 100.6 | 96.7 | 111.6 | 98.5 | 99.5 | 101.5 | 99.6 | 112.8 | 108.6 |
| CC(C)=CN1CCCCC1 | 102.1 | x | 101.5 | 101.9 | 107.2 | 107.9 | 95.3 | 107.4 | 108.7 |
| COc1ccc(NC(=O)[C@H](Cc2ccccc2)NC(=O)OC(C)(C)C)cc1C(=O)Nc1cccc(C2CC(=O)c3c(cc(OC)c(OC)c3OC)O2)c1 (stereo not given in full) | 97.9 | 88.9 | 99.9 | 96.1 | 95.6 | x | 93.9 | 113.0 | 94.5 |
| Oc1ccc(C(O)(c2ccccc2)c2ccccc2)cc1 | 105.2 | 76.6 | 108.8 | 102.1 | 97.5 | 97.0 | 99.6 | 106.2 | 95.8 |

Grouped by structure: the entries above with sulfur
| molecule | HCT-15 | NCI-H522 | NCI-H460 | HCT-116 | NCI-H322M | NCI-H23 | NCI-H226 | COLO 205 | NCI/ADR-RES |
| --- | --- | --- | --- | --- | --- | --- | --- | --- | --- |
| Cc1cccc(Cc2cnc(NC(=O)CCCOc3ccc(Cl)cc3)s2)c1 | 24.6 | 42.5 | 9.7* | 16.4 | 44.7 | 54.0 | 53.8 | 15.2 | 32.3 |
| CON(C)C(=O)c1cc(-c2ccccc2)n(-c2ccc(S(C)(=O)=O)cc2)n1 | 98.5 | 94.4 | 101.0 | 91.5 | 95.5 | 98.5 | 88.5 | 117.6 | 89.5 |
| COc1cc(Nc2scc3[n+]2CCC3)cc(OC)c1OC | 82.9 | 91.3 | 109.2 | 98.8 | 106.3 | 102.8 | x | 119.1 | 102.7 |
| CCOc1ccc2nc(/N=C(\N)C(Cl)(Cl)Cl)sc2c1 | 90.3 | 79.7 | 94.3 | 93.5 | 91.6 | 88.6 | 112.4 | 112.6 | 103.8 |
| COc1ccc(-c2nn(-c3ccccc3)cc2/C=C2\SC(=S)N(c3ccccc3)C2=O)cc1 | 89.8 | 82.2 | 93.6 | 85.4 | 91.4 | 90.1 | 92.7 | 118.8 | 96.5 |
| N#Cc1c(N)n2c(nc1=Nc1ccc(Cl)cc1)sc1cccc(Cl)c12 | 78.3 | 76.2 | 88.2 | 81.4 | 98.5 | 77.8 | 85.4 | 98.2 | 87.4 |
